Sm TGR block = blocks Schistosoma mansoni thioredoxin glutathione reductase | Q962Y6 | purified TGR, DTNB reduction, TNB absorbance 405 nm | Potency, µM (titrated, usually from 114 µM), inactives show top-dose activity change, negative = inhibition, usual class: inhibitors | 3% of 360,000 active | AID 485364; also: potency is read from the fitted curve at half-maximal effect; % is scaled to controls: 0 for no effect and ±100 for the full control effect; nearly all actives have a fitted effect of over 60% in size
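TGR 20 nM + NADPH 100 uM (dispensed conc.), cpd preinc 15 min RT; start with NADPH (500 uM addition) then DTNB (15 mM addition). Kinetic TNB absorbance, 405 nm filter. Four-parameter Hill fit across titration.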
Pf growth 96h = P. falciparum growth inhibition at 96 hour, primary screen for plastid delayed-death inhibitors; Potency, µM (top dose mostly 28.7 µM), inactives show at the top dose activity change, negative = inhibition, actives largely listed as inhibitors; P. falciparum luciferase reporter growth, 96 h; 6.9% of 320,000 active; also: potency is read from the fitted curve at half-maximal effect; % is scaled to controls: 0 for no effect and ±100 for the full control effect
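Delayed-death screen, second-generation endpoint: infected erythrocytes, 2% hematocrit, 0.05% parasitemia final; 96 hours at 37 C, 5% CO2; luciferase detection reagent; luminescence decrease equals reduced growth.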
Shiga inhibitor = inhibitors of Shiga toxin in Vero cells. Vero cells, Shiga toxin protein synthesis inhibition reporter. inhibition, % at 38.7 µM. 9.2% of 290,000 active; in the data active = inhibition mostly above about 28%, no sharp cut-off; inactive = mostly below about 43%; also: 0% is about no effect
Cycloheximide cs = counter-screen for Shiga toxin inhibitors: cycloheximide protein synthesis inhibition; 12% of 300,000 active; cell reporter, cycloheximide protein synthesis inhibition counterscreen; max response, %; in the data active = max response mostly above about 13%, no sharp cut-off; inactive = mostly below about 14%; also: read at 38.3 µM for the half of the compounds with a filed dose; 0% is about no effect
Pf growth 48h = P. falciparum growth inhibition at 48 hours (one generation); Potency, µM (doses to about 28.7 µM), for inactives: top-dose activity change, negative = inhibition, most hits filed as inhibitors; P. falciparum luciferase growth in erythrocytes, 48 h; 5.9% of 310,000 active; AID 504832; also: potency is read from the fitted curve at half-maximal effect; % is scaled to controls: 0 for no effect and ±100 for the full control effect
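Compounds are pin-transferred into medium, infected erythrocytes (2% hematocrit, 0.1% parasitemia final) are added, and plates sit one parasite generation at 37 C in 5% CO2. Detection reagent is then added and luminescence measured.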
FBPA Giardia inh = blocks Giardia fructose-bisphosphate aldolase activity. A8B2U2. 0.71% of 290,000 active. Potency, µM (titrated, usually from 59.6 µM), inactives show at the top dose activity, negative = inhibition, usual class: inhibitors. purified Giardia FBPA; also: potency is read from the fitted curve at half-maximal effect; % is scaled to controls: 0 for no effect and ±100 for the full control effect; nearly all actives have a fitted effect of over 55% in size
Target sequence (A8B2U2 whole entry, looked up): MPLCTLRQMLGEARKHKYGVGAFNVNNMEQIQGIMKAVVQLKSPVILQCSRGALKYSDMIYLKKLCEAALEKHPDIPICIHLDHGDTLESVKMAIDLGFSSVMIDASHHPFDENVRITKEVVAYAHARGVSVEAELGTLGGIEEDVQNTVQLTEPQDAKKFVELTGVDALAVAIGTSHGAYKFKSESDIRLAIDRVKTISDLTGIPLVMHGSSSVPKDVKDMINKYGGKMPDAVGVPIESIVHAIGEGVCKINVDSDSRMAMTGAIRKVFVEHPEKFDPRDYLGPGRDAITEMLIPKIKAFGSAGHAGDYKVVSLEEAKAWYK
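40 nM FBPA preincubated 10 min at RT with compound (up to 57.5 uM final), then substrate plus GAPDH/TPI/NAD/arsenate coupling and diaphorase/resazurin added. Fluorescence read after 20 min at RT, 525/598 nm.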
Starred values were filed as active, the others as inactive; ? = inconclusive; nt = not tested or not shown; [ ] = another dose, or the depositor's remark. Unless noted, calls follow the shape of the dose curve; as a rule, active = well fitted curve in the direction sought with a large enough effect; inconclusive = small, poorly fitted or top-dose-only effect, or another doubt; inactive = no such curve, though single readings can be large; an effect the other way counts as inactive or inconclusive. Compounds as they come. About 24% of those tested had a hit in this group.

SMILES | Sm TGR block | Pf growth 96h | Shiga inhibitor | Cycloheximide cs | Pf growth 48h | FBPA Giardia inh
CCN(Cc1ccncc1)C(=O)C1CCC(=O)N(Cc2ccc(Cl)cc2)C1 (stereo not drawn) | -26% | ? | -20 | -3 | -10% | nt
O=C1Nc2ccc(S(=O)(=O)NCCCO)c3cccc1c23 | 3% | ? | 5 | -1 | 48%[activator] | 11%
COc1ccc(CN(Cc2cccnc2)S(=O)(=O)c2ccc(-n3cnnn3)c(C)c2)cc1OC | 1% | ? | 19 | -2 | ? | -5%
C=CCOc1cccc(/C=C2\C(=O)N(Cc3ccc(C)cc3)C(C)=C2C(=O)OC)c1 | -33% | 6.6µM* | -12 | -1 | 15µM* | -8%
COc1ccc(C(=O)N(Cc2nc(-c3ccc(C)cc3)no2)C(C)C)cc1OC | -12% | ? | -14 | -4 | nt | 0%
CCOC(=O)c1ccc(NC(=O)c2nc[nH]c2C(=O)N[C@@H](C)C(=O)OC(C)(C)C)cc1 | 17% | ? | 11 | -5 | ? | -14%
CC(Sc1nncn1C)C(=O)Nc1ccc(N2CCCCC2)cc1 (stereo not drawn) | -16% | 40%[activator] | nt | nt | 44%[activator] | nt
COc1ccc(CC(=O)OCc2cc(=O)n3cc(Br)ccc3n2)cc1OC | 3% | 11% | -5 | 3 | 2% | 3%
Cc1ccc2c(c1)N(CC(=O)NCCc1ccccc1)C(=O)c1cccnc1O2 | 5% | -3% | 14 | 6 | -23% | -9%
C=C(C)CC1N(c2cccc(OC)c2)C(=O)C2C(C(=O)O)C3C=CC21O3 (stereo not drawn) | 5% | ? | -8 | -4 | nt | 11%
Cc1ccc(C2=NS(=O)(=O)N(C)C(C(=O)N3CCOCC3)=C2)cc1 | -2% | ? | 15 | -2 | 0% | -8%
COc1ccc(/C=C/C2=CC(C)(C)NC(=S)N2)cc1OC | 2.8µM* | -24% | -3 | -3 | ? | 4%
CCOC(=O)c1cc2occc2n1CCCN1C(=O)c2ccccc2C1=O | -17% | ? | 13 | -2 | nt | -10%
CCc1ccccc1NC(=O)CNC(=O)CNC(=O)Cc1ccccc1 | 2% | 19% | nt | nt | 26% | nt
COc1cc2c(cc1OC)C1=NC(=O)CN1C(SCc1ccc(C)cc1)=N2 | -3% | 0% | 12 | 6 | ? | -4%
CN(C1CCS(=O)(=O)C1)S(=O)(=O)c1cccc2nsnc12 (stereo not drawn) | -2% | 3% | -13 | -5 | nt | 0%
COc1cccc(CN(C(=O)c2ccco2)C2CCS(=O)(=O)C2)c1 (stereo not drawn) | -5% | ? | -4 | -1 | 8% | nt
COc1ccc(-c2oc3ccccc3c2C(=O)OCc2ccc(O)cc2)cc1 | 8% | 47%[activator] | 28* | 24* | 143%[activator] | -3%
CC(C)CNC(=S)NC(=O)c1ccc(Cl)cc1Cl | ? | -6% | 54* | 43* | -7% | 0%
CCOC(=O)C1CCCN(C(=S)Nc2ccc(C)cc2C)C1 (stereo not drawn) | 2% | nt | -21 | -1 | 11% | 1%
O=C(c1ccc([N+](=O)[O-])cc1)N1CCC(Cc2ccccc2)CC1 | 0% | ? | -8 | 7 | -3% | 0%
CCOc1ccc(Oc2ccc(NC(=O)CSc3nncn3C)cc2)cc1 | 4% | 3% | nt | nt | 9% | nt
CC(Sc1nnc(-c2ccccc2F)n1N)C(=O)NCC1CCCO1 (stereo not drawn) | -19% | 25% | nt | nt | 8% | nt
CCOc1ccc(S(=O)(=O)N2CCCCC2)cc1NC(=O)Cc1cccc(C(F)(F)F)c1 | 1% | 9.3µM* | nt | nt | ? | nt
COc1ccc(-c2cc3ccccc3n2CC(O)CN2CCC(C)CC2)cc1 (stereo not drawn) | 8% | 41%[activator] | 19 | 5 | ? | ?
Cc1ccc(C(=O)NCCC(=O)N2CCC3(CC2)NCCc2[nH]cnc23)cc1 | 1% | -4% | 8 | -2 | -10% | nt
Cc1cc(C)nc(SCC(=O)NNC(=O)c2cccs2)n1 | -3% | 0% | -9 | -3 | 16%[5.75 µM] | 0%
CN(C)C(=O)c1ccc(-c2nnc(NCc3ccccc3)c3ccccc23)cc1 | -2% | 2.9µM* | -7 | -8 | 13µM* | 1%
COc1ccc(NC(=O)c2sc(=S)[nH]c2N)cc1 | 5% | 109%[activator] | -6 | -3 | 128%[activator] | ?
Cc1ccc(NC(=O)c2ccc(S(=O)(=O)N3CCOCC3)cc2)nc1 | -19% | 0% | -24 | 8 | nt | 4%
Cc1ccc(N(CC(=O)NCc2ccccc2)C(=O)c2csnn2)cc1 | -3% | 0% | 31 | 15 | 4% | 16%
CC(=O)Nc1ccc(C(=O)N/C(=C/c2ccccc2)C(=O)N2CCCCC2)cc1 | -2% | 3% | -4 | -5 | 27% | nt
O=C(COC(=O)CC(c1ccccc1)c1ccccc1)NCc1ccc(Cl)cc1 | -1% | ? | -1 | 4 | ? | 4%
Cc1cccc(N2CCN(C(=O)c3ccc4c(c3)NC(=O)C(CSCc3ccc(F)cc3)N4)CC2C)c1 (stereo not drawn) | -15% | -35% | -5 | -4 | ? | -11%
O=C(CNc1ccccc1)N/N=C/c1cc([N+](=O)[O-])ccc1N1CCCC1 | -11% | ? | -16 | -6 | 14% | -2%
CC(C)Sc1nc(C(F)(F)F)cc(=O)n1-c1ccccc1 | 8% | 53%[activator] | -7 | -1 | 2% | 10%
O=C(NCCc1c[nH]c2ccccc12)C1CCC(=O)N(CCc2cccc(F)c2)C1 (stereo not drawn) | -11% | ? | -22 | -2 | 61%[activator] | 7%
O=S(=O)(Nc1ccccn1)c1ccc(Cl)cc1 | 4% | nt | -7 | -2 | 0% | 5%
C=CCN1C(=O)OC2(CCCCC2)C1(C)O (stereo not drawn) | 2% | 1% | -5 | -3 | -5% | 5%
O=C(O)c1ccccc1Nc1ccc(OC(F)F)cc1 | -10% | 43%[activator] | 43* | 35* | 2% | 17%
C=CCC(=O)N1CCC(n2nccc2NC(=O)CCOc2ccccc2)CC1 | -4% | 4% | 21 | 15 | 6% | nt
CCn1c2ccccc2c2cc(NC(=O)CNCc3ccccc3OC)ccc21 | -8% | -18% | -8 | -4 | -28% | ?
N#Cc1ccc(NC(=O)C2=COCCO2)cc1 | 89µM* | 173%[activator] | nt | nt | 120%[activator] | nt
CN1CCN(CCC(=O)N2c3ccccc3Sc3ccc(Cl)cc32)CC1 | 15% | 35%[activator] | -4 | -1 | ? | 1%
C/C(=N\Nc1nc(N2CCOCC2)nc(N2CCOCC2)n1)c1cccs1 | 9% | -22% | -6 | -4 | 16% | 1%
C=CCNC(=O)c1cccn1-c1ccsc1C(=O)OC | 0% | 89%[activator] | -16 | 1 | 39%[activator] | 2%
O=C(Cn1c(O)c(/C=C2\C=Nc3ccccc32)sc1=O)N1CCOCC1 | nt | -6% | 18 | -2 | -3% | -8%
COc1cccc(N2CCN(Cc3ccco3)CC2)c1 | -22% | -27% | 12 | 6 | -15% | 25µM*

Entries of single compounds, quoted from the list. Values in the order: Sm TGR block | Pf growth 96h | Shiga inhibitor | Cycloheximide cs | Pf growth 48h | FBPA Giardia inh
Results for O=S(=O)(Nc1ccccn1)c1ccc(Cl)cc1 → 4% | nt | -7 | -2 | 0% | 5%
Results for N#Cc1ccc(NC(=O)C2=COCCO2)cc1 → 89µM* | 173%[activator] | nt | nt | 120%[activator] | nt
Results for C=CCC(=O)N1CCC(n2nccc2NC(=O)CCOc2ccccc2)CC1 → -4% | 4% | 21 | 15 | 6% | nt
Results for C=CCN1C(=O)OC2(CCCCC2)C1(C)O (stereo not drawn) → 2% | 1% | -5 | -3 | -5% | 5%
Results for O=C(Cn1c(O)c(/C=C2\C=Nc3ccccc32)sc1=O)N1CCOCC1 → nt | -6% | 18 | -2 | -3% | -8%

Next part
SMILES | Sm TGR block | Pf growth 96h | Shiga inhibitor | Cycloheximide cs | Pf growth 48h | FBPA Giardia inh
COc1cc(C)c(S(=O)(=O)N2CCN(C)CC2)cc1C | 44%[activator] | ? | -18 | -6 | 3% | 3%
COC(=O)C1CCN(C(=O)COC(=O)c2oc3ccccc3c2C)CC1 | 6% | 0% | nt | nt | 12% | nt
O=C(Nc1nc2c(s1)COc1ccccc1-2)c1cccs1 | -13% | ? | 5 | -4 | nt | -16%
CC(C)[C@H](NC(=O)c1ccccc1Cl)C(=O)Nc1nc(-c2ccccn2)cs1 | 5% | ? | 41 | 8 | 9.3µM* | ?
COc1ccc(C(O)P(=O)(OCC(C)C)c2ccc(N(C)C)cc2)c(OC)c1 (stereo not drawn) | 14% | ? | -17 | -3 | ? | 8%
Cc1nn(C)cc1/C=C/C(=O)c1cccs1 | 3% | 70% | 58* | 48* | 206%[activator] | 3%
Cn1cc(CN2CCCC(CO)(Cc3ccccc3)C2)c2ccccc21 (stereo not drawn) | -15% | -17% | -17 | -2 | 12µM* | 0%
Cc1ccc(-n2nc3ccc(NC(=O)C(C)C)cc3n2)cc1 | nt | 4% | 119* | 54* | 107%[activator] | -5%
CC(C)OC(=O)C(CC(=O)O)NCc1ccccc1 (stereo not drawn) | 4% | 0% | -11 | -3 | 16% | -6%
Cc1cc(N2CCOCC2)n2nc(C)c(-c3ccc(Cl)cc3)c2n1 | 0% | -20% | -5 | 1 | -11% | 3%
O=C1Nc2ccccc2/C1=C/c1ccccc1F | 0% | 11% | 28 | 13* | 0%[0.00184 µM] | -6%
COc1ccccc1NC(=O)CCS(=O)(=O)c1ccccc1 | 0% | -4% | 23 | 2 | 33%[activator] | -1%
CCCCC(CC)CNC(=O)CN(C)S(=O)(=O)c1cccc2nsnc12 (stereo not drawn) | 5% | 1% | 53* | 10 | ? | 1%
CCCCN1C(=O)/C(=C/C=C2\N(C)c3ccccc3C2(C)C)SC1=S | -16% | ? | -39 | -5 | 15% | -18%
CCOC(=O)C1=C(COC(=O)COc2cccc(C)c2C)NC(=O)NC1C (stereo not drawn) | 5% | -9% | nt | nt | -15% | nt
CCN(CC)C(=O)c1ccccc1NS(C)(=O)=O | 30% | 25% | 10 | 5 | 33%[activator] | 4%
NC(=O)C1CCCN(C(=O)CNC(=O)C23CC4CC(CC(C4)C2)C3)C1 (stereo not drawn) | -5% | 0% | nt | nt | 15% | nt
O=C(NCc1ccccc1Cl)c1ccc2c(c1)SC1=NS(=O)(=O)CCN12 | nt | -3% | -4 | -5 | -15% | 4%
CCNC(=O)CC1C(=O)N(CC)C(=S)N1NC(=O)c1ccccc1 (stereo not drawn) | -4% | ? | 2 | 0 | -2% | -7%
COc1ccccc1NS(=O)(=O)c1cc(C)ccc1C | -6% | nt | 1 | 1 | 0% | -18%
COc1ccccc1/C=C(/CC(=O)NCc1ccccc1)c1nc2ccccc2s1 | 0% | ? | 17 | 9 | ? | -4%
COC(=O)CSc1cc(C)nc2ccc(OC)cc12 | ? | 0% | -10 | -1 | 0% | -4%
COc1cc(CNCCN2CCOCC2)ccc1OCC(=O)NC(C)(C)C | nt | 2% | -1 | 4 | 31% | -20%
CCc1ccccc1-n1ncc(C(=O)Nc2ccccc2OC)c1C | 8% | 13µM* | 22 | 1 | 12µM* | -1%
COc1cc(CC(=O)OCC(=O)N2CCCCC2)cc(OC)c1OC | -13% | 20% | -2 | -7 | 18% | 11%
CCCCOc1ccc(C(=O)N2CCNC(=O)C2)cc1 | 6% | 28% | -3 | -3 | 37%[activator] | 18%
Cc1occc1-c1nnc(SCc2nc3ccccc3c(=O)n2CC#N)n1C | ? | ? | -12 | 1 | -20% | -26%
COc1ccc(S(=O)(=O)N(C)C)cc1NCC(=O)Nc1ccc(Br)cc1F | -4% | -27% | 21 | 0 | ? | -6%
